# AmpC inh no detg: inhibitors of E. coli AmpC beta-lactamase without detergent | P00811 | AmpC nitrocefin hydrolysis, absorbance 480 nm, 0.0001% Triton | Potency, µM (series often up to 57.1 µM), inactives show at the top dose activity change, negative = inhibition, hits mostly inhibitors | hit rate 0.52% among 330,000;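 note: potency is the fitted concentration of half-maximal effect; plate controls were no compound for no effect and no enzyme for full effect; nearly all actives have a fitted effect of over 20% in size; some results filed as inactive show a strong effect at the top dose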
# Target sequence (P00811 whole entry, looked up): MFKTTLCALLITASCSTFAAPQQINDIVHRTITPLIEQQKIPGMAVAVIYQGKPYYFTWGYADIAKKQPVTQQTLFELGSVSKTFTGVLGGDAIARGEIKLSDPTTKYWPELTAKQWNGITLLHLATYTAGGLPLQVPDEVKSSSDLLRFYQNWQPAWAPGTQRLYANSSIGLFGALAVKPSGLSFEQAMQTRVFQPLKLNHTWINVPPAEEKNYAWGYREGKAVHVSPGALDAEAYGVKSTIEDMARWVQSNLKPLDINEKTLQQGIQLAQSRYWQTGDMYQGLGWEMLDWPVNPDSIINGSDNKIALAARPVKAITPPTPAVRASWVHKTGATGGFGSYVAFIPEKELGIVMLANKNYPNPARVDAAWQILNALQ
#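 AmpC (5.3 nM in the dispensed reagent) in 20 mM phosphate pH 7.0 with 0.01% (detergent screen) or 0.0001% Triton X-100 was preincubated with compounds for 15 min at room temperature. Nitrocefin was then added from an 800 uM solution, and hydrolysis was followed at 480 nm.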
# HCV inhibitor: inhibitors of hepatitis C virus infection. Huh7.5.1 HCVcc-Cre infection, luciferase reporter, 44 h. Potency, µM (series often up to 41.8 µM), for the others: at the top dose activity change, negative = inhibition, hits mostly inhibitors. hit rate 3.4% among 340,000; note: potency is the fitted concentration of half-maximal effect
#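 Infectious HCV cell culture screen: compound-treated cells (1,000/well, pre-plated 4 h) are infected with HCVcc-Cre at roughly 0.5 moi and grown 44 h. Infection is quantified by luciferase signal after 15 min substrate incubation at room temperature.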
# AmpC detergent: inhibitors of E. coli AmpC beta-lactamase with detergent. AmpC hydrolysis of nitrocefin, absorbance 480 nm, 0.01% Triton. Potency, µM (titrated, usually from 114 µM), without a hit: at the top dose activity change, negative = inhibition, hits mostly inhibitors. hit rate 0.041% among 370,000;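 note: potency is the fitted concentration of half-maximal effect; 0% = no-compound wells and -100% = no-enzyme wells; nearly all actives have a fitted effect of over 25% in size; some results filed as inactive show a strong effect at the top dose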
#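 20 mM phosphate pH 7.0 + 0.01% (detergent screen) or 0.0001% Triton X-100; 5.3 nM AmpC reagent; cpd preinc 15 min RT; nitrocefin (800 uM stock) to start; A480 q20 s × 4 min; Activity was normalised to no-enzyme and no-compound control wells.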
# HCMV inh: blocks human cytomegalovirus replication. HFF cells, HCMV-luciferase reporter, 72 h; hits give low values. activity change, negative = inhibition, % at 57.5 µM. hit rate 4.5% among 410,000. AID 1259415; in the data active = activity change below about -60%; inconclusive = no clear call, values can overlap the other calls; inactive = above about -39%
#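 Steps: HFFs plated, 16 h 37C; compounds added; HCMV-luciferase added to MOI 1 PFU/cell; 72 h 37C; OneGlo reagent, 5 min room temperature; luminescence read, normalized to controls.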
# Sm TGR inh: inhibitors of Schistosoma mansoni thioredoxin glutathione reductase. Q962Y6. Potency, µM (titrated, usually from 114 µM), inactives show top-dose activity change, negative = inhibition, hits mostly inhibitors. hit rate 3% among 360,000. purified TGR, DTNB reduction, TNB absorbance 405 nm; note: potency is the fitted concentration of half-maximal effect; nearly all actives have a fitted effect of over 60% in size
#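 TGR 20 nM + NADPH 100 uM (dispensed conc.), cpd preinc 15 min RT; start with NADPH (500 uM addition) then DTNB (15 mM addition). Kinetic TNB absorbance, 405 nm filter. Four-parameter Hill fit across titration.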
# Giardia FBPA inh: Giardia lamblia aldolase inhibition; purified Giardia FBPA; hit rate 0.71% among 290,000; A8B2U2; Potency, µM (titrated, usually from 59.6 µM), without a hit: at the highest dose activity, negative = inhibition, actives largely listed as inhibitors; note: potency is the fitted concentration of half-maximal effect; nearly all actives have a fitted effect of over 55% in size
# Target sequence (A8B2U2 whole entry, looked up): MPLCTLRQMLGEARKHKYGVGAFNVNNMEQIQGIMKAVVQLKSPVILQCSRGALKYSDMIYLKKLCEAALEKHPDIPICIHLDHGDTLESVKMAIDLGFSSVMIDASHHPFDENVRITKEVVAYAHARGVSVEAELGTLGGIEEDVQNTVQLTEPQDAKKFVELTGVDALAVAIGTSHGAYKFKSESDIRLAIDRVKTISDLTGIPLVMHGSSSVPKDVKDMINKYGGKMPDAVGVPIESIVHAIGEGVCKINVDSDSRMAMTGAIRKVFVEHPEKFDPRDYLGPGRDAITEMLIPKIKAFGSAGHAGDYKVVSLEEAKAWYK
#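 Giardia FBPA (40 nM reagent) was preincubated 10 min at RT with compound (up to 57.5 uM final), then substrate plus GAPDH/TPI/NAD/arsenate coupling system with diaphorase/resazurin was added; resorufin fluorescence (525/598 nm) was read after 20 min.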
# Active calls of the source: *; ? = inconclusive; nt = not tested or not shown; & = joins results of further samples; [ ] = another dose, or the depositor's remark. Unless noted, calls come from the whole dose curve; as a rule, active = well fitted curve in the direction sought with a large enough effect; inconclusive = small, poorly fitted or top-dose-only effect, or another doubt; inactive = no such curve, though single readings can be large; an effect the other way counts as inactive or inconclusive. Unless noted, % is set by controls: 0 for no effect and ±100 for the full control effect.
# Every second line gives: AmpC detergent, Sm TGR inh, Giardia FBPA inh, HCV inhibitor, HCMV inh, AmpC inh no detg
Cc1cccc(-c2nnn(Cc3nnc(NC(=O)c4ccccc4)s3)n2)c1
  -4.7%, 4.3%, 7.6%, 16.0%, 29.4, -29.0%
O=S1(=O)CCC(NS(=O)(=O)c2cccc3cccnc23)C1 (stereo unspecified)
  ?, -2.9%, 1.1%, 15.8%, 37.1, -13.1%
CCSC(=Nc1ccccc1)Nc1ccccc1
  7.4%, 10.3%, -0.4%, 9.0%, ?, -29.3%
O=C(O)c1ccccc1-c1ccccc1C(=O)Nc1ccccc1
  4.5%, -21.5%, 25.2%, 35.6%[activator], 40.8, -5.3%
COc1ccc(N(CC(=O)N2CCN(c3ccc(F)cc3)CC2)S(=O)(=O)c2c(C)nn(C)c2C)cc1
  -4.6%, -8.3%, nt, nt, -17.2, nt
O=C(Cn1cnc2sc3c(c2c1=O)CCCC3)NCC(=O)Nc1c(F)cc(F)cc1Br
  1.5%, 1.0%, nt, ?, 4.0, -7.4%
O=C(Nc1ccnn1C1CCN(C(=O)c2ccc(Cl)c(F)c2)CC1)C1CCOC1 (stereo unspecified)
  -0.7%, -10.7%, nt, nt, -23.3, 23.8%
COC(=O)c1ccccc1NC(=O)NCc1ccco1
  0.8%, 7.3%, 1.7%, -19.7%, -14.4, -1.3%
Cc1ccc(C)c(N2CCN(C(=O)C3CCCCN3S(=O)(=O)c3ccc(F)cc3)CC2)c1 (stereo unspecified)
  ?, 17.9%, -5.2%, ?, -19.3, 16.8%
CCOC(=O)CC(NC(=O)c1cc2ccccc2oc1=O)c1cccc([N+](=O)[O-])c1 (stereo unspecified)
  -6.7%, 2.5%, 4.5%, 7.2%, -4.0, -19.6%
CCSc1nnc(NC(=O)CSc2nnc(CNC(=O)c3ccc(OC)cc3)o2)s1
  -2.3%, -5.3%, 10.0%, 13.6%, -30.0, -20.7%
CCOc1ccc(-n2c(-c3ccco3)nc3c(cnn3-c3ccc(C)cc3)c2=O)cc1
  -0.8%, 5.1%, -4.3%, 3.3%, 19.0, -17.6%
O=C(O)C1CCC(=O)N(C2CC2)C1c1ccccc1 (stereo unspecified)
  -11.1%, -28.2%, 1.3%, 11.1%, -23.9, -17.0%
Cc1cccc(NC(=S)NNC(=O)c2ccco2)c1
  -1.1%, -4.8%, 24.2%, 11.7%, 19.0, -14.4%
O=C(NCc1nc2ccccc2[nH]1)C1=C[C@@H](c2ccc(Br)cc2)C[C@@H](OCc2ccc(CO)cc2)O1
  -6.5%, -11.7%, 0.4%, ?, -32.2, -0.8%
COc1cc(OC)c(NC(=O)C2=C(C)C(=O)OC23CCN(C(C)=O)CC3)cc1Cl
  6.6%, -1.8%, nt, nt, 0.0, nt
Cc1ccc2onc(CNC(=O)Nc3ccccc3C#N)c2c1
  -10.5%, 4.4%, nt, nt, -8.9, nt
COc1ccccc1/C=C/C(=O)NCC(=O)N/N=C(/C)c1ccc(Cl)cc1
  -4.7%, -20.1%, 0.4%, -6.7%, -18.3, -25.2%
O=C(c1ccc([N+](=O)[O-])cc1)N1CCN(C(=O)c2cccs2)CC1
  -16.4%, -11.6%, 1.0%, 12.8%, -13.2, -18.8%
CCOC(=O)C1(CCOC)CCN(Cc2ccncc2)CC1
  1.7%, -1.9%, -8.2%, 16.8%, 7.1, 8.3%
O=C(O)CCC(=O)NNC(=O)COc1ccc2ccccc2c1Br
  1.5%, nt, 1.1%, 17.2%, -28.8, -25.6%
Cc1cc(NC(=O)c2ccccc2C)ccc1NC(=O)c1ccccc1Cl
  -15.9%, 0.3%, -2.2%, -14.3%, 24.9, -11.9%
CCOCCCNC(=O)c1ccc(OC)cc1
  ?, -22.3%, -0.3%, 3.1%, 46.2, -7.6%
O=C(COC(=O)c1cc(=O)[nH]c2ccccc12)NCc1ccccc1
  nt, nt, nt, 7.9%, 14.6, -16.3%
CN(CC(=O)Nc1ccc(N2CCOCC2)cc1)C(=O)COc1ccccc1F
  6.3%, -4.6%, -5.5%, -16.9%, ?, -7.3%
CCOC(=O)c1c(C)[nH]c(NC(=O)NNC(=O)c2ccc(OC)cc2)c1C
  -6.8%, -27.5%, nt, -3.3%, -20.6, -4.7%
CN(C)S(=O)(=O)c1cc(NC(=O)CNCCN2CCOCC2)ccc1Cl
  -7.0%, 9.9%, ?, 6.3%, 0.0, -4.4%
O=C(Cn1c(=O)ccc2cc(S(=O)(=O)N3CCCC3)ccc21)Nc1ccc(Cl)cc1
  -3.7%, 0.4%, nt, nt, 10.7, nt
CCCCN(Cc1ccco1)S(=O)(=O)c1c[nH]c(C(=O)OC)c1
  -9.2%, -31.6%, 12.5%, -1.5%, -40.0, -24.9%
CC(=O)c1ccc(NC(=O)NNS(=O)(=O)c2ccc(F)cc2)cc1
  -8.0%, -3.2%, nt, -2.7%, 14.4, -28.4%
CCC(=O)N1c2ccccc2NC2=C(C(=O)CC(c3ccco3)C2)C1c1ccco1 (stereo unspecified)
  9.2%, ?, -2.3%, 21.1%, -17.0, -38.0%
Cc1ccc(SC(C)C(=O)NC2CC2)cc1 (stereo unspecified)
  ?, -6.9%, nt, -4.3%, 61.8, -10.6%
O=C(Cn1nc(C(=O)O)c2ccccc2c1=O)Nc1ccc2c(c1)OCO2
  4.1%, 7.6%, 2.3%, 7.2%, ?, -37.2%
Cc1ccc2c(c1)cc1c(=O)n(CC(=O)NCc3ccco3)nc(C)n12
  1.8%, -2.3%, nt, nt, -39.4, nt
c1ccc(-c2ncc(-c3ccn[nH]3)s2)cc1
  -1.3%, 57.6%[activator], 0.8%, -10.5%, 47.8, -22.7%
NC(=O)Cn1nc2sc3ccccc3n2c(=O)c1=O
  2.2%, 12.9%, -0.3%, nt, -7.1, -3.9%
COc1ccc(CCC(=O)NC2CC(=O)N(c3ccc(C)c(C)c3)C2)cc1 (stereo unspecified)
  3.8%, -0.4%, nt, nt, 64.6, nt
CCOC(=O)C1=C2c3cc(OC)c(OC)cc3CC(C)(C)N2C(=O)C1=O
  -8.2%, 0.0%, -17.8%, ?, 54.6, 0.7%
COc1ccc(/C=C/C(=O)NCCCc2ccccc2)cc1OC
  -11.4%, -20.4%, 0.5%, -18.3%, 24.4, -3.5%
COC(=O)c1cc(C(=O)OC)cc(N2C(=O)CN=C2Nc2nc(C)cc(C)n2)c1
  -4.1%, 5.3%, -3.7%, 16.1%, 76.4, -13.6%
Cc1cc([N+](=O)[O-])cc2c1NC(c1ccccn1)C1CC=CC21 (stereo unspecified)
  -0.2%, -30.0%, -8.6%, -21.3%, -39.0, -29.8%
CCOC(=O)C1CCN(C(=O)c2cccc(S(=O)(=O)N(C)C3CCCCC3)c2)CC1
  -2.7%, 5.1%, nt, 5.7%, 6.9, 147.8%[activator]
O=C(Nc1ccc(C(=O)O)cc1)/C(=C\c1ccc([N+](=O)[O-])cc1)NC(=O)c1ccc(Br)cc1
  3.5%, -2.5%, 3.3%, -5.4%, -5.9, -46.2%
CC1CCCN(Cc2nc3c(c(=O)n(C)c(=O)n3C)n2CCCc2ccccc2)C1 (stereo unspecified)
  -13.4%, 5.5%, 3.5%, ?, -12.6, 98.2%[activator]
Cc1oc2c(c1C(=O)Nc1ccc(OC(F)(F)F)cc1)C1=NCCN1C=N2
  -0.7%, -5.7%, nt, nt, -1.5, nt
CCC(=O)Nc1ccc(C(=O)CSc2nnc(-c3cccnc3)o2)cc1
  7.5%, 14.5%, -0.9%, -11.0%, -37.6, -5.7%
Cc1cc(C)c2c(CC(=O)Nc3ccc(F)cc3)coc2c1
  -9.8%, 6.9%, nt, nt, -17.3, nt
O=C(NCc1ccc2c(c1)OCO2)c1cccc2c1C(=O)N(C1CCCCC1)C2
  ?, 6.3%, 5.0%, 8.3%, -8.0, -22.6%
CC(=O)c1ccc(NC(=O)C2CCCN(C(=O)c3ccc(Cl)cc3)C2)cc1 (stereo unspecified)
  -16.0%, 0.9%, 4.7%, -3.9%, -21.9, -11.6%
CSCCC(NC(=O)c1ccco1)C(=O)N(C)CC(=O)Nc1c(Cl)cccc1Cl (stereo unspecified)
  -11.8%, -2.1%, nt, -5.1%, -20.3, -27.8%
Cc1nn(CC(=O)N2CCCCC2)c(=O)c2cc3occc3n12
  12.1%, 7.3%, nt, nt, -16.4, nt
COC(=O)[C@@H]1C[C@@]2(O)[C@H](O)[C@H](O)[C@H](O)C[C@H]2N1C/C=C/c1ccccc1
  2.0%, -9.6%, 0.7%&4.5%, 2.7%, -8.8, -3.0%
COC(=O)CCC(=O)COc1ccc(OC)cc1C#N
  ?, -0.2%, 0.5%, 3.7%, -11.8, -9.8%
COc1ccccc1N(CC(=O)NCCSCc1cccc(Cl)c1)S(C)(=O)=O
  1.2%&9.1%, 4.1%&6.2%, 11.6%, -1.9%, -32.3&-33.9, 114.7%[activator]
Cc1ccc2cc(CN(CCN(C)C)C(=S)Nc3ccccc3)c(=O)[nH]c2c1C
  -3.7%, -30.0%, 4.8%, 10µM*, -6.1, -1.9%
CC(C)c1ccc(CN(C(=O)c2cccs2)C2CCS(=O)(=O)C2)cc1 (stereo unspecified)
  -10.3%, 0.9%, 11.6%, 6.0%, -68.9*, 53.9%
COc1ccc(OC)c(C2=C/C(=C/c3ccccn3)C(=O)O2)c1
  6.3%, -5.9%, ?, 6.5%, 31.6, -1.3%
COc1cccc(N2CCN(C(=O)c3[nH]c(C)c(C(C)=O)c3C)CC2)c1
  -11.1%, -4.7%, 3.6%, ?, 62.4, 6.8%
C=CCNc1nc(SC)nc2ccsc12
  1.1%, -20.1%, -7.7%, ?, -24.2, -22.4%
C=CCn1c(O)c(N=NC(=S)Nc2cccc(OC)c2)c2ccccc21
  -12.4%, -13.7%, -16.1%, ?, -75.9*, -37.6%

# More records:
# Every second line gives: AmpC detergent, Sm TGR inh, Giardia FBPA inh, HCV inhibitor, HCMV inh, AmpC inh no detg
CCn1nc(NC(=O)c2ccccn2)c2cc3cccc(C)c3nc21
  -14.0%, 6.7%, -5.5%, 15.0%, 26.3, -22.8%
CCS(=O)(=O)N1CCc2cc(C(=O)NC(C)c3ccccc3)ccc21 (stereo unspecified)
  19.8%, 5.2%, nt, nt, -16.4, nt
O=C(NCCc1c[nH]c2ccccc12)/C(=C\c1cccnc1)NC(=O)c1ccccc1F
  2.2%, 2.7%, 1.2%, -6.0%, 5.2, -1.7%
O=C(CCc1ccccc1)N1CCN(c2ccc(F)cc2)CC1
  -0.8%, nt, 0.2%, 3.6%, 7.8, 22.3%
COC(=O)CSc1nnc(CSc2nc(C)cc(C)n2)o1
  3.5%, -13.7%, -0.2%, 10.1%, -2.8, -10.3%

# Some of the entries above in another layout:
smiles	AmpC detergent	Sm TGR inh	Giardia FBPA inh	HCV inhibitor	HCMV inh	AmpC inh no detg
O=C(CCc1ccccc1)N1CCN(c2ccc(F)cc2)CC1	-0.8%	nt	0.2%	3.6%	7.8	22.3%
O=S1(=O)CCC(NS(=O)(=O)c2cccc3cccnc23)C1 (stereo unspecified)	?	-2.9%	1.1%	15.8%	37.1	-13.1%

# Source: PubChem (National Center for Advancing Translational Sciences (NCATS))
